# Screening results from PubChem BioAssay.
# CHRM5 agonist – CHRM5 agonism in calcium assay; CHO-K1 hM5 cells, Fluo-8 calcium fluorescence; 0% DMSO wells, 100% maximal acetylcholine response; AID 624037; activation, % at 3 µM; 360,000 compounds, 0.19% hits;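 active means activation above the run's mean over test compounds plus 3 SD, cut at about 23% in these data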;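 further: signal is peak over basal fluorescence ratio across the kinetic read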
# Target sequence (P08912 whole entry, looked up): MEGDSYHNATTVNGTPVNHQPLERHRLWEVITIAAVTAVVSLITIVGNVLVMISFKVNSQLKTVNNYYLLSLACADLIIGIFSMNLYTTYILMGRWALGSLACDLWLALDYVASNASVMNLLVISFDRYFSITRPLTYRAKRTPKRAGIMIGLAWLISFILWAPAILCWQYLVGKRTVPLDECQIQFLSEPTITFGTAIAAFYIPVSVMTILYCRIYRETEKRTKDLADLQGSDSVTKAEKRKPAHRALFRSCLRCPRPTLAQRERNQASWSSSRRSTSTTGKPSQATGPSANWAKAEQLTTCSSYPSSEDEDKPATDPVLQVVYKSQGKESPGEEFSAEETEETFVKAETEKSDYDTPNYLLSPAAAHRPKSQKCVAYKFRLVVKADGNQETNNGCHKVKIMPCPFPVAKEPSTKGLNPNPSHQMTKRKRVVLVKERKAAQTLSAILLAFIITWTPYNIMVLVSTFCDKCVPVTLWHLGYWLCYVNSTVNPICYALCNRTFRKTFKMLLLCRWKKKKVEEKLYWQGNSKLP
# CHRM5 antagonist – blocks acetylcholine activation of human M5 receptor; CHO-hM5 cells, Fluo-8 calcium fluorescence, ACh EC80; inhibition, % at 3 µM; 360,000 compounds, 0.59% hits;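 active means inhibition above a per-plate cutoff, the mean of that plate's test compounds plus 3 SD, cut at about 27% in these data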;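 further: 0% = acetylcholine EC80 with DMSO and 100% = DMSO without agonist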
# CHRM4 antagonist – CHRM4 antagonism in calcium assay; AID 624125; CHO-hM4 cells, ACh EC80, Fluo-8 calcium fluorescence; 360,000 compounds, 0.73% hits; P08173; inhibition, % at 3 µM;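 active means inhibition above its plate's cutoff, the mean inhibition of sample wells plus 3 SD, cut at about 27% in these data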;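 further: 0% = acetylcholine EC80 with DMSO and 100% = DMSO without agonist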
# Target sequence (P08173 whole entry, looked up): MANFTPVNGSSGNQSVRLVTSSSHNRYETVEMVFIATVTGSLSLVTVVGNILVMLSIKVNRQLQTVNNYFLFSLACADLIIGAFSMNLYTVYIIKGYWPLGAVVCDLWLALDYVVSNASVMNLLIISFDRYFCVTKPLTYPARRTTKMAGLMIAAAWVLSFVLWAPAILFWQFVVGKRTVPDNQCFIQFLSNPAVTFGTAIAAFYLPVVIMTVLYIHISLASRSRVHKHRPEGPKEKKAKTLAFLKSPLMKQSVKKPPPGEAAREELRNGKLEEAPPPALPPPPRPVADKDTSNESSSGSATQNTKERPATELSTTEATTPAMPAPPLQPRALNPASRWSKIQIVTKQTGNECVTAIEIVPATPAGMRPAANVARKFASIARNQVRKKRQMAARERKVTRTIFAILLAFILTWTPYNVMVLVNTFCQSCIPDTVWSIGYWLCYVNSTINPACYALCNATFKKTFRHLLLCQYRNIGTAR
# CHRM4 PAM – potentiates acetylcholine response at human M4 receptor | P08173 | CHO-K1 hM4/Gqi5, Fluo-8 calcium fluorescence, ACh EC20; 0% = ACh EC20, 100% = maximal ACh | activation, % at 3 µM | 360,000 compounds, 0.4% hits | AID 624126;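 active means activation above its plate's cutoff, the mean activation of sample wells plus 3 SD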; further: some results filed as inactive read as strong as hits
# CHRM4 agonist – CHRM4 agonism in calcium assay; activation, % at 3 µM; 360,000 compounds, 0.14% hits; CHO-K1 hM4/Gqi5, Fluo-8 calcium fluorescence; vehicle 0%, full acetylcholine response 100%;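 active means activation above the run mean over all test wells plus 3 SD, cut at about 32% in these data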;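 further: peak over basal fluorescence ratio per well then scaled between controls; 0% = DMSO wells and 100% = acetylcholine at EC100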
# CRFBP-R2 block – blocks CRF-induced signaling of the CRF-BP/CRF-R2 complex | HEK293 CRF-R2/CRF-BP, CRF-induced calcium fluorescence | inhibition, % at 11.8 µM | 350,000 compounds, 0.59% hits | AID 588475;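 active means inhibition of the ligand-induced calcium signal above about 50% at the single tested concentration, limit read from the data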
# IDE inh – inhibitors of human insulin-degrading enzyme in cells | P14735 | HEK cells, FAbetaB cleavage, fluorescence polarization | inhibition, % at 5.59 µM | 320,000 compounds, 0.41% hits | AID 434962;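 active means percent inhibition above the average of all tested compounds plus 3 SD, set per screening campaign, cut at about 16% in these data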;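 further: IDE supplied by intact live HEK cells; FP after avidin binding of uncleaved biotin substrate so inhibition keeps polarization high; 0% = DMSO wells and 100% = 60 µM reference IDE inhibitor Ii1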
# CHRM5 PAM – positive allosteric modulators of human muscarinic M5 receptor; 360,000 compounds, 0.3% hits; P08912; CHO-K1 hM5, Fluo-8 calcium, ACh EC20 PAM; 0% = ACh EC20, 100% = ACh EC100; activation, % at 3 µM;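 active means activation above the run cutoff, the mean activation of all test compounds plus 3 SD, cut at about 18% in these data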
#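 System: CHO-K1 hM5 cells. Reagent: acetylcholine, EC20 level. Compound dosing: single dose, 3 µM nominal final test concentration. Timing: Post-acetylcholine fluorescence recording 140 s. Detection: Fluo-8 calcium fluorescence. Read-out: % activation, ACh-normalized. Benchmarks: ACh EC20 and EC100 wells. Repeats: singlicate, one well per test compound.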
# CRFR2-BP ag – agonists of human CRF-binding protein/CRF-R2 receptor complex; AID 588473; 350,000 compounds, 0.46% hits; activation, % at 13.2 µM; HEK293 CRF-R2/CRF-BP, calcium dye fluorescence (FLIPR); percent of saturating CRF peptide response;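 active means activation of at least 50%, plus an integration ratio under a set limit after plate pattern correction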;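 further: plate controls were neutral control wells without compound for no effect and CRF at EC100 for full effect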
# An asterisk follows results filed as active; nt = no result given.
SMILES,CHRM5 agonist,CHRM5 antagonist,CHRM4 antagonist,CHRM4 PAM,CHRM4 agonist,CRFBP-R2 block,IDE inh,CHRM5 PAM,CRFR2-BP ag
Cc1cccc(N(CC(=O)NCCC2=CCCCC2)S(C)(=O)=O)c1C,4,4,7,-4,2,-11,-2,-11,0.1
CN1CCN(CC(=O)Nc2nc(-c3ccccc3)cs2)CC1,-13,-2,-3,2,1,2,3,-1,0.1
CCOC(=O)c1cc(CC)sc1NC(=O)Cc1ccsc1,-2,-1,-1,-1,-2,14,-5,2,-1.1
O=C(NCC(c1cccs1)N1CCOCC1)c1ccc(Br)o1 (stereo unspecified),-3,-12,2,20,1,-7,-2,7,0.3
N#CCSc1nnc(COc2cccc3ccccc23)n1-c1cccc(Cl)c1,-1,3,3,-4,2,-8,2,-1,-0.1
CC1CC2OC2CC1COC(=O)C1CC2OC2CC1C (stereo unspecified),3,-12,1,3,-1,-9,nt,7,4.3
Cc1cc(C(=O)COc2ccc(C#N)cc2)c(C)n1CC1CCCO1 (stereo unspecified),4,11,-4,-1,5,15,1,-6,1.4
CCOc1ccc(CNC(=O)C2CCN(c3nnc(C)c4c(C)n(-c5ccc(C)cc5)nc34)CC2)cc1,-7,12,4,-7,0,18,0,-1,-0.2
CC1=C(C(=O)N(C(C)C)C(C)C)CC(CC(=O)NC(c2ccccc2)c2ccccc2)C(=O)N1CCCN1CCCC1=O (stereo unspecified),-2,3,2,-3,0,nt,nt,0,nt
CC(=O)Nc1nc2ccc(NC(=O)c3ccco3)cc2s1,-2,-8,-9,7,1,13,0,1,0.3
COc1ccc(NC(=O)CSc2nc3ccccc3c(=O)n2CCCN2CCC(C)CC2)c(OC)c1,-6,7,-3,0,1,6,-3,2,-3.4
Nc1nc2c(Cl)cc(Cl)cc2s1,3,13,8,4,0,-5,3,2,1.3
CCOC(=O)C1CCCN(C(=O)c2cccc([N+](=O)[O-])c2C)C1 (stereo unspecified),-5,0,4,5,1,-1,5,-1,8.4
Fc1ccc(-c2nnn(Cc3ccc(F)cc3Cl)n2)cc1,-6,5,2,2,-2,10,6,-6,-0.8
O=C(COc1ccccc1)NC(=S)Nc1cccc2cc(O)ccc12,9,8,3,1,11,-30,-1,-5,12
COC(=O)c1ccc(C2C(C#N)=C(C)NC3=C2C(=O)CC(C)(C)C3)cc1 (stereo unspecified),-5,-4,-14,7,1,7,8,-3,1.0
CCc1nc2ccc(C(=O)N(C)CCCN(C)C)cn2c1N(C=O)CCC(C)C,0,0,-25,9,0,nt,nt,-1,nt
O=C(COC(=O)c1cncc(Br)c1)NC12CC3CC(CC(C3)C1)C2,0,0,8,-6,3,nt,9,0,nt
O=C(COC(=O)c1cccnc1Cl)c1ccc(Cl)s1,0,4,-5,-4,1,-11,-5,3,0.8
Cc1ccc(CNC(=O)COC(=O)c2cc(=O)[nH]c3ccccc23)cc1,0,3,8,5,1,-4,1,6,-1.6
CC(C)Nc1nc(Nc2ccccc2Cl)c2sccc2n1,-1,3,-13,-3,5,nt,nt,-1,nt
O=C(NC1CCCC1)C(c1ccncc1)N(C(=O)c1ccco1)c1ccc(Cl)cc1 (stereo unspecified),-1,7,-6,-4,0,-6,7,-2,1.3
CCn1c(=O)cc(OCC(=O)Nc2ccc3c(c2)OCCO3)c2ccccc21,5,-5,2,0,-2,-26,-4,1,-1.3
O=C(NCCCN1CCOCC1)c1ccc(-c2ccc(Cl)cc2)o1,-5,-12,-1,-4,0,-15,-4,5,1.3
COCCNC(=S)NCCCNc1nc2cc3c(cc2cc1C#N)OCO3,0,-1,4,3,1,-1,-1,1,-1.2
CCc1ncc(CN2CCCC(C(=O)Nc3cccc(-c4ccc(F)cc4)c3)C2)cn1 (stereo unspecified),-3,-4,2,-2,6,-22,2,5,-1.0
COc1ccc(C(=O)C2CCCN(C(=O)C3=CCCC3)C2)c(C)c1 (stereo unspecified),2,2,1,-14,1,-13,2,0,0.8
O=S(=O)(NC(=S)c1ccccc1)c1ccc(F)cc1,0,4,9,-1,1,10,-3,0,0.6
Cc1ccc(S(=O)(=O)Nc2ccc3c(c2)n(C)c(=O)n3C)c(C)c1,4,16,5,-3,7,5,5,-9,0.9
COc1ccc(-c2ccc3c(c2)C2CC3CCN2C(=O)OCc2ccccc2)cc1 (stereo unspecified),1,-1,-9,2,0,4,nt,-3,2.9
CCOC(=O)CON1C(=O)C(=O)N(OCC(=O)OCC)C2CCCCC21 (stereo unspecified),1,5,0,10,0,12,5,4,1.0
O=C1c2cccc3cc([N+](=O)[O-])cc(c23)C(=O)N1c1ccccc1O,-3,5,6,-3,1,-22,-1,-5,22
COc1ccc(CN2CCNC(=O)C2CC(=O)NC2CCOCC2)cc1C (stereo unspecified),-2,-11,0,7,0,8,nt,8,0.7
Cn1c(CNc2ccc(F)cc2)nc2ccccc21,0,6,-9,-4,1,7,nt,7,-0.7
CCc1nn(CC(=O)N2CCN(CC)CC2)c(=O)c2cc3sccc3n12,-1,1,-13,3,1,-16,0,-2,-1.1
O=C(CSc1nc(O)c(C2CCCCC2)c(=O)[nH]1)Nc1ccccc1Cl,-2,2,2,-3,0,15,1,3,-0.7
Oc1cccc(CN2CCOCC2)c1O,1,15,-13,6,1,-2,nt,1,-2.9
COc1ccc(CN(CC2CCC(C(=O)O)CC2)C(=S)Nc2ccccc2OC)cc1 (stereo unspecified),-1,8,-2,8,0,-12,1,0,1.1
CCOc1ccc(N(CC)C(=O)COc2cc(=O)n(CC)c3ccccc23)cc1,1,5,3,-3,0,14,-5,1,-4.0
Nc1ccc(C(=O)N/N=C/c2ccc(N3CCOCC3)s2)cc1,2,-1,3,3,1,2,11,5,-0.1
Cc1cc(C)c(C)c(S(=O)(=O)N(C)CCc2ccccn2)c1C,-4,0,0,2,2,-8,6,-2,5.2
CCOC(=O)N1CCN(C(=O)c2cn(CC)c3ccc(S(=O)(=O)N4CCCCC4)cc3c2=O)CC1,-7,7,-3,-1,1,-6,5,-5,-1.1
CCC(C)NC(=O)c1ccc(CSCc2ccc(Cl)cc2)o1 (stereo unspecified),0,1,9,-10,1,15,1,-4,-0.1
CCN(C[C@H]1N[C@@](CC)(C(=O)OC)[C@H]2C(=O)N(Cc3ccccc3)C(=O)[C@@H]12)S(=O)(=O)c1ccc(-c2ccccc2)cc1,0,-11,-24,2,1,-5,-6,0,5.3
CCCC(C)NC(=O)COc1ccc(S(=O)(=O)c2ccc(OCC(=O)NC(C)CCC)cc2)cc1 (stereo unspecified),-1,-6,1,2,1,-9,-1,0,-4.3
O=C(N/C(=C\c1ccccc1Cl)C(=O)N1CCOCC1)c1ccc([N+](=O)[O-])cc1,1,-7,-6,11,1,-5,-1,5,0.9
Cc1ccc2c(c1)nnn2C1CCN(CC(=O)Nc2ccc(F)cc2)CC1,-7,6,-6,-4,0,-5,1,0,0.5
Cc1cccc2c3nc4ccccc4nc3n(CCCN3C(=O)c4ccccc4C3=O)c12,-2,-8,-3,2,3,-15,nt,-5,11
COc1ccc(NC(=O)c2cc(S(=O)(=O)N3CCc4ccccc43)cn2C)cc1,1,3,-14,3,1,-4,-1,-3,1.4
Cc1ccc(C)c2[nH]c(=O)c(CN(CC3CCCO3)C(=S)NCc3ccco3)cc12 (stereo unspecified),-1,5,-3,5,5,-12,1,-8,5.3
CCOc1ccc(NC(=O)C(C)N2C(=O)c3ccccc3S2(=O)=O)cc1 (stereo unspecified),-3,2,-26,13,4,4,2,-2,-0.8
CC(=O)Nc1ccc(NC(=O)C23CC4CC(C2)CC(n2cnc(Br)n2)(C4)C3)cc1,-3,6,8,-5,1,-2,1,-4,0.6
CC(C)CSc1ccc(S(=O)(=O)NCC(=O)O)cc1[N+](=O)[O-],0,-2,-2,-6,1,-3,nt,3,-1.1
CCCCn1c(SCC(=O)Nc2nnc(CC)s2)nc2c1c(=O)n(C)c(=O)n2C,1,-4,7,5,1,-13,2,6,0.6
COC(=O)Nc1nc(-c2cc(Cl)ccc2Cl)cs1,6,2,-3,-5,-1,-21,-5,6,1.6
CC(C)(C)c1ccc(-c2nnc(SCC(=O)c3ccc4c(c3)OCCO4)o2)cc1,1,0,0,2,0,9,-2,-2,2.5
Cn1c(CCNC(=O)c2cccs2)nnc1SCC(=O)N1CCN(c2ccccc2)CC1,2,-3,-8,-4,0,2,1,2,0.8
CCOc1ccc(NC(=O)CSc2nc(O)c(C)c(=O)n2-c2ccc(F)cc2)cc1,-3,3,-14,8,1,6,-3,1,0.7
CN(C)CCCN1C(=O)CSC1c1ccc([N+](=O)[O-])cc1 (stereo unspecified),0,-8,-3,1,2,4,6,9,3.5
Cc1cccc(C)c1NC(=O)CN(C)C(=O)c1ccc(-c2cccc(C(F)(F)F)c2)o1,3,0,-15,8,5,-12,5,-7,4.3

# (cont.)
SMILES,CHRM5 agonist,CHRM5 antagonist,CHRM4 antagonist,CHRM4 PAM,CHRM4 agonist,CRFBP-R2 block,IDE inh,CHRM5 PAM,CRFR2-BP ag
Nc1cc(Cl)ccc1C(=O)OCC(=O)N1CCCCCC1,0,14,10,0,2,0,1,-4,-1.5
CN(C)S(=O)(=O)c1ccc(S(=O)(=O)N(CC(=O)Nc2ccccc2)Cc2ccco2)cc1,-1,-11,6,-4,1,-2,-2,-4,2.7
CCOC(=O)N1CCN(C(=O)c2cc3c(s2)-c2ccc(Cl)cc2S(=O)(=O)C3)CC1,-3,3,4,-1,2,-8,-2,2,-1.7
CCO/C([O-])=N/c1sn[n+](C)c1C,2,1,5,2,0,-6,-9,6,1.4
O=C(NCC1CCCO1)C1CC(=O)N(c2ccccc2)C1 (stereo unspecified),-2,-8,-12,-4,0,1,-8,6,0.3
CC(C)Cc1nnc(NC(=O)CCC(=O)NCCc2ccc(Cl)cc2)s1,-1,-8,1,-3,1,10,0,3,-0.5
CCOC(=O)C1CCN(S(=O)(=O)c2ccc3oc(=O)ccc3c2)CC1,-1,9,-19,-5,5,14,-1,-5,-0.7
C[C@@H]1CN(c2c(F)c(F)c3c(=O)c(C(=O)O)cn(C4CC4)c3c2F)C[C@H](C)N1,-2,1,-5,1,0,-4,nt,-5,2.1
COC(=O)C1=C(C(=O)OC)SC(=C2C(=S)C(C)(C)N(C(=O)C(C)C)c3ccccc32)S1,0,0,-7,2,-1,-18,3,2,0.7
N#C/C(=C/c1ccc(OCc2ccc(C(=O)O)cc2)cc1)C(=O)Nc1ccccc1,3,8,13,-8,18,-14,3,-8,-0.1
Cc1cc(Nc2ccccc2)nn1C(=O)c1ccc(Br)cc1,0,-2,16,-5,0,-8,1,-3,3.2
Cc1c(C(=O)Nc2ccc(S(=O)(=O)Nc3ncccn3)cc2)oc2ccc(Cl)cc12,-5,26,-13,2,0,21,7,-9,-16

# Gathered by group: the compounds so far with an NH in an aromatic ring.
SMILES,CHRM5 agonist,CHRM5 antagonist,CHRM4 antagonist,CHRM4 PAM,CHRM4 agonist,CRFBP-R2 block,IDE inh,CHRM5 PAM,CRFR2-BP ag
Cc1ccc(CNC(=O)COC(=O)c2cc(=O)[nH]c3ccccc23)cc1,0,3,8,5,1,-4,1,6,-1.6
O=C(CSc1nc(O)c(C2CCCCC2)c(=O)[nH]1)Nc1ccccc1Cl,-2,2,2,-3,0,15,1,3,-0.7
Cc1ccc(C)c2[nH]c(=O)c(CN(CC3CCCO3)C(=S)NCc3ccco3)cc12 (stereo unspecified),-1,5,-3,5,5,-12,1,-8,5.3

# Rows were taken by chance (roughly 2.9% active in at least one column).
